Screening data deposited in PubChem BioAssay by National Center for Advancing Translational Sciences (NCATS).
aGlu spleen mod – lysosomal alpha-glucosidase (human) modulation | P10253 | human spleen homogenate, 4-MU-alpha-glucoside fluorescence | Potency, µM (highest dose often 79.9 µM), inactives show at the top dose activity change, negative = inhibition, actives largely listed as inhibitors | hit rate 0.006% among 240,000;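 note: 0% = enzyme with vehicle and -100% = no enzyme basal signal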
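Compounds were titrated against alpha-glucosidase in spleen homogenate at pH 5.0, with 1 mM 4-methylumbelliferyl substrate for 40 min at 37 C. Reactions were quenched with pH 10 NaOH/glycine and fluorescence measured.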
GAA glycogen mod – GAA glycogen-cleavage inhibition or activation; Potency, µM (titrated, usually from 76.4 µM), for inactives: at the highest dose activity change, negative = inhibition, hits mostly inhibitors; recombinant GAA, glycogen substrate, Amplex Red glucose oxidase fluorescence; hit rate 0.38% among 300,000; P10253;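 note: 0% = full enzyme reaction and -100% = no-enzyme basal signal; the screen sought inhibitors and activators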
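Recombinant enzyme (4 nM final) with compounds titrated up to 77 uM and bovine liver glycogen (30 ug) in citrate pH 5.0, 0.01% Tween-20, 37 C 40 min. Released glucose detected by Amplex Red/glucose oxidase (Ex 573/Em 610); AC50 from Hill fits.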
RGS12 GoLoco inh – RGS12 GoLoco-Gai1 interaction inhibition; P63096; Gai1:RGS12 GoLoco peptide FP, rhodamine, 10 min; Potency, µM (top dose mostly 61.6 µM), for inactives: top-dose activity, negative = inhibition, hits mostly inhibitors; hit rate 0.44% among 230,000; active = well fitted inhibition curve with a large enough effect, not every such curve was filed as active; inactive = no such curve, though single readings can be large or run the other way; note: % is set by controls: 0 for no effect and ±100 for the full control effect; nearly all actives have a fitted effect of over 30% in size; many of its hits are not listed in these tables
Target sequence (P63096 whole entry, looked up): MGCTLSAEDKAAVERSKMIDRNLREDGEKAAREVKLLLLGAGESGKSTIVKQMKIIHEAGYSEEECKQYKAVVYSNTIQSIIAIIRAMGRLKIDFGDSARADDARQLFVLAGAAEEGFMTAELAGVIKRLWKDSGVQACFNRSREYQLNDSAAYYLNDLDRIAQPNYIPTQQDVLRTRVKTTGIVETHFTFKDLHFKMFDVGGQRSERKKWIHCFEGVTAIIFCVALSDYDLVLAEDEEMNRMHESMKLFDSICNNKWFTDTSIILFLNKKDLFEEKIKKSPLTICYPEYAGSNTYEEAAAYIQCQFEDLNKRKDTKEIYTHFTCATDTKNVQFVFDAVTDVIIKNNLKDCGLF
ALDH1A1 block – blocks purified human ALDH1A1 activity | P00352 | Purified ALDH1A1, NADH fluorescence, propionaldehyde substrate | Potency, µM (titrated, usually from 75.3 µM), inactives show at the highest dose activity, negative = inhibition, most hits filed as inhibitors | hit rate 7.3% among 220,000; active = well fitted inhibition curve with a large enough effect, not every such curve was filed as active; inconclusive = small, poorly fitted or top-dose-only effect, or another doubt; inactive = no such curve, though single readings can be large or run the other way;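 note: plate controls were no enzyme wells and a reference inhibitor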
KDM4E inh – inhibitors of human JMJD2E histone demethylase. JMJD2E catalytic domain, FDH-coupled NADH fluorescence (FDH is formaldehyde dehydrogenase). Potency, µM (highest dose often 57.1 µM), inactives show at the highest dose activity change, negative = inhibition, actives largely listed as inhibitors. hit rate 1.6% among 230,000. AID 2147; active = well fitted inhibition curve with a large enough effect, not every such curve was filed as active; inconclusive = small, poorly fitted or top-dose-only effect, or another doubt; inactive = no such curve, though single readings can be large or run the other way;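 note: 0% = wells with enzyme and -100% = buffer wells without enzyme; nearly all actives have a fitted effect of over 50% in size; many of its hits are not listed in these tables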
Target sequence (B2RXH2 1-337 limits assumed): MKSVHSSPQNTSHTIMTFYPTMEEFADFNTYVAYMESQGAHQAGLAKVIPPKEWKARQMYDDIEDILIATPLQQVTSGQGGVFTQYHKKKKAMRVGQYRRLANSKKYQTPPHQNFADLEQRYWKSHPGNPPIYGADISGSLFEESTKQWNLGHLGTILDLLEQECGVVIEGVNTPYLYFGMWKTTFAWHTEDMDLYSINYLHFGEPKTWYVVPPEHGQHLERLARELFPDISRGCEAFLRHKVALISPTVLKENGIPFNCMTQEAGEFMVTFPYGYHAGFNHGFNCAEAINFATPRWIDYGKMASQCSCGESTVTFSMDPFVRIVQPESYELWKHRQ
GAA inh – blocks human lysosomal alpha-glucosidase. P10253. purified human GAA, 4-MU-alpha-glucoside fluorescence. Potency, µM (highest dose often 76.9 µM), without a hit: top-dose activity change, negative = inhibition, most hits filed as inhibitors. hit rate 0.005% among 200,000;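 note: plate controls were uninhibited enzyme wells for no effect and no-enzyme background for full effect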
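Human enzyme at 4 nM with 400 uM 4-methylumbelliferyl-alpha-D-pyranoside, citrate/phosphate buffer pH 5.0, 0.005% Tween-20, 20 min at room temperature. Compounds up to 77 uM. 4-MU fluorescence (Ex 365/Em 440) read after NaOH/glycine stop; AC50 from Hill fit.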
aGal spleen mod – inhibits or activates alpha-galactosidase in human spleen homogenate | P06280 | human spleen homogenate, 4MU-alpha-Gal fluorescence, 40 min | Potency, µM (series often up to 80 µM), for inactives: at the highest dose activity change, negative = inhibition, most hits filed as inhibitors | AID 2107 | hit rate 0.008% among 240,000;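 note: 0% = enzyme with vehicle and -100% = no enzyme basal signal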
Target sequence (P06280 32-429 limits assumed): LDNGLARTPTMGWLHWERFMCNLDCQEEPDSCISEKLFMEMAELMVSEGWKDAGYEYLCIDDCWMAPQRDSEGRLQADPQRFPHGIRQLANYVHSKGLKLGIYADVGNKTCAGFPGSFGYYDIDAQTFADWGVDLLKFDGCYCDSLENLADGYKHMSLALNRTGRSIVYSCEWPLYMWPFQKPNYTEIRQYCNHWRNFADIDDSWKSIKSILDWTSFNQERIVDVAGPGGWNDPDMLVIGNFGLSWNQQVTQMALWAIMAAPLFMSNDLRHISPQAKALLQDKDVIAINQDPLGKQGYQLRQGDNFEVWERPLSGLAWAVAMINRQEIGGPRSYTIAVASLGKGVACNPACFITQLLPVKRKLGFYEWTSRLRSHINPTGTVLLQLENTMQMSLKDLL
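Inhibition or activation of alpha-galactosidase in human spleen homogenate is scored by 4-MU fluorescence after 40 min at 37C, pH 5.0, with 1 mM substrate. AC50s come from concentration-response fitted to the Hill equation.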
SMN2 splice enh – SMN2 splice variant enhancement. HEK293 SMN2-luciferase splicing reporter, luminescence, 30-36 h. Potency, µM (series often up to 46.1 µM), for the others: top-dose activity change, positive = activation, usual class: activators. hit rate 2.8% among 210,000. AID 1458; note: % of control where 0% means no effect; nearly all actives have a fitted effect of over 55% in size
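HEK293 cells carry an SMN2 […]–luciferase reporter in which exon 7 inclusion puts luciferase in frame. Cells were plated 10-12 h before compound addition, then incubated 30-36 h at 37C. ONE-Glo luminescence was read; sodium butyrate at 4.5 mM final served as control.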
* = called active by the depositor; u = inconclusive; x = no result given; [ ] = another dose, or the depositor's remark. Unless noted, calls come from the whole dose curve; as a rule, active = well fitted curve in the direction sought with a large enough effect; inconclusive = small, poorly fitted or top-dose-only effect, or another doubt; inactive = no such curve, though single readings can be large; an effect the other way counts as inactive or inconclusive. Potency is the fitted concentration of half-maximal effect.

Molecule	aGlu spleen mod	GAA glycogen mod	RGS12 GoLoco inh	ALDH1A1 block	KDM4E inh	GAA inh	aGal spleen mod	SMN2 splice enh
CC(=O)Nc1ccc(-c2ccccc2)s1	-6%	4%	18µM*	8%	-2%	2%	-9%	-15%
CCC1OC(=O)C(C)[C@@H](O[C@H]2C[C@@](C)(OC)C(O)C(C)O2)C(C)[C@@H](O[C@@H]2OC(C)CC(N(C)C)C2O)[C@@](C)(O)CC(C)C(=O)[C@@H](C)C(O)[C@]1(C)O (some centres not stated)	-8%	x	-5%	9%	-2%	x	4%	-27%
CS(=O)(=O)c1ccc(C(=O)NCC(c2ccco2)N2CCCCC2)cc1 (configuration not stated)	4%	7%	8%	-1%	-29%	-7%	-9%	4%
CC(C)(C)c1ccc(NC(=O)c2ccccc2)c([N+](=O)[O-])c1	1%	12%	-10%	-14%	-8%	0%	u	8%
CC(=O)Nc1cc(C(N)=O)c(Cl)cc1Cl	5%	8%	-2%	7%	10%	-6%	-5%	10%
CCN(CC)C(=O)Oc1ccc(Cl)c2cccnc12	-2%	16%	12%	-4%	u	u	-13%	-6%
CCN(CC)c1ccc(/C=N/Nc2nc3ccccc3[nH]2)c(O)c1	-15%	u	60%[activator]	-79%	16µM*	-7%	-2%	-73%[inhibitor]
COCCCNC(=S)N(Cc1ccccc1)Cc1ccccc1	-11%	-1%	-3%	u	5%	-6%	-1%	-1%

Single records, from the list above. Values in the order: aGlu spleen mod | GAA glycogen mod | RGS12 GoLoco inh | ALDH1A1 block | KDM4E inh | GAA inh | aGal spleen mod | SMN2 splice enh
Record of `CCN(CC)c1ccc(/C=N/Nc2nc3ccccc3[nH]2)c(O)c1` → -15% | u | 60%[activator] | -79% | 16µM* | -7% | -2% | -73%[inhibitor]
Record of `CCC1OC(=O)C(C)[C@@H](O[C@H]2C[C@@](C)(OC)C(O)C(C)O2)C(C)[C@@H](O[C@@H]2OC(C)CC(N(C)C)C2O)[C@@](C)(O)CC(C)C(=O)[C@@H](C)C(O)[C@]1(C)O` (some centres not stated) → -8% | x | -5% | 9% | -2% | x | 4% | -27%
Record of `CS(=O)(=O)c1ccc(C(=O)NCC(c2ccco2)N2CCCCC2)cc1` (configuration not stated) → 4% | 7% | 8% | -1% | -29% | -7% | -9% | 4%
Record of `CCN(CC)C(=O)Oc1ccc(Cl)c2cccnc12` → -2% | 16% | 12% | -4% | u | u | -13% | -6%
Record of `CC(=O)Nc1cc(C(N)=O)c(Cl)cc1Cl` → 5% | 8% | -2% | 7% | 10% | -6% | -5% | 10%

New compounds follow.
Molecule	aGlu spleen mod	GAA glycogen mod	RGS12 GoLoco inh	ALDH1A1 block	KDM4E inh	GAA inh	aGal spleen mod	SMN2 splice enh
Cc1ccc([N+](=O)[O-])cc1NC(=O)CN(C(=O)c1ccc(Cl)cc1)C1CCCCC1	-10%	0%	-6%	u	-3%	-13%	-1%	-10%
CCOP(=O)(OCC)/C(C#N)=C/c1ccc(-c2ccc(F)cc2F)o1	1%	-5%	8%	1%	-23%	-4%	-2%	x
CCCOc1ccc(C2C3=C(Nc4nc(N)[nH]c(=O)c42)c2ccccc2C3=O)cc1 (configuration not stated)	1%	2%	7%	x	7%	x	6%	x
CN(C)c1ccc(N2C(=O)CSC2=S)cc1	0%	u	236%[activator]	2.2µM*	6.3µM*	2%	-12%	-29%
COc1ccc(CNc2nc(NCc3ccc(OC)cc3)n(C(C)=O)n2)cc1	2%	-2%	5%	-7%	4%	4%	1%	-15%
Cc1cc(C)cc(C(=O)N2CCC(C(N)=O)CC2)c1	0%	5%	-6%	u	-4%	1%	5%	18%
O=C(CN1CCC(NC(=O)C2CCCCC2)CC1)NCc1ccco1	5%	1%	8%	1%	-2%	0%	0%	8%
COc1ccc(CCC(=O)Nc2cccc(Cl)c2)cc1	4%	-3%	9%	-11%	5%	5%	10%	25%

3 entries out of the list above, sorted by the number in GAA glycogen mod, falling.
Molecule	aGlu spleen mod	GAA glycogen mod	RGS12 GoLoco inh	ALDH1A1 block	KDM4E inh	GAA inh	aGal spleen mod	SMN2 splice enh
CCCOc1ccc(C2C3=C(Nc4nc(N)[nH]c(=O)c42)c2ccccc2C3=O)cc1 (configuration not stated)	1%	2%	7%	x	7%	x	6%	x
Cc1ccc([N+](=O)[O-])cc1NC(=O)CN(C(=O)c1ccc(Cl)cc1)C1CCCCC1	-10%	0%	-6%	u	-3%	-13%	-1%	-10%
COc1ccc(CCC(=O)Nc2cccc(Cl)c2)cc1	4%	-3%	9%	-11%	5%	5%	10%	25%

(cont.)
Molecule	aGlu spleen mod	GAA glycogen mod	RGS12 GoLoco inh	ALDH1A1 block	KDM4E inh	GAA inh	aGal spleen mod	SMN2 splice enh
Cc1ccc(C(=O)NCC(=O)NCC(=O)OCc2ccc(F)cc2)cc1	1%	-4%	-4%	9%	-2%	-9%	5%	14%
c1ccc(-c2cc(-c3nc(-c4cccnc4)no3)c3ccccc3n2)cc1	1%	-9%	4%	3%	0%	-8%	7%	-21%
COc1cccc(C(=O)c2cc3ccc(O)cc3oc2=O)c1	-6%	2%	x	7%	-7%	2%	-5%	x
Cc1cc(C)c(S(=O)(=O)N(C)CC(=O)NCc2ccccn2)c(C)c1	-8%	0%	-10%	0%	-3%	6%	u	x
CC(C)NC(=O)C(=O)c1cn(C)c2ccccc12	-3%	-3%	0%	u	1%	-2%	1%	u
Cn1c(N)c(C(=O)c2ccc(Cl)cc2)c(=O)n(C)c1=O	2%	12%	x	9%	0%	1%	3%	x
COc1ccc(CNC(=O)C2=CCN(S(=O)(=O)c3ccc(C)cc3)CC2)cc1	-10%	-3%	-2%	x	-12%	x	-2%	x
N#Cc1cnn(Cc2ccccc2)c1/N=C/N1CCOCC1	-11%	3%	15%	4%	4%	5%	0%	-11%
COc1ccc(NC(=O)/C(Cl)=C(/Cl)S(=O)Cc2ccccc2)cn1 (configuration not stated)	-6%	2%	-5%	13µM*	-8%	1%	1%	-107%[inhibitor]
Cc1cccc(Nc2ncnc3ccc(Br)cc23)c1	-5%	7%	12%	-1%	6%	6%	-7%	-12%
Cc1cccc(CN(CC(=O)N/N=C/c2ccco2)S(=O)(=O)c2ccc(Cl)cc2)c1	4%	-6%	-8%	-14%	-2%	-8%	7%	-9%
COc1ccc2cc(CN(CC3CCCO3)C(=O)Nc3ccccc3)c(=O)[nH]c2c1 (configuration not stated)	0%	11%	12%	u	-28%	1%	-2%	x
CC1(C)C=C(c2ccc(C(=O)O)s2)CC(C)(C)N1	-12%	1%	1%	-6%	3%	11%	u	0%
C=CCn1c(SCC(=O)N2CC(=O)Nc3ccccc32)nc2scc(-c3cccs3)c2c1=O	2%	-2%	25%	-8%	-26%	2%	7%	24%
CCOC(=O)C1=C(C)Nc2ncnn2C1c1cccnc1 (configuration not stated)	0%	-2%	-14%	8%	-6%	u	1%	-20%
C/C(=N\NC(N)=O)c1cccc(Cl)c1	-2%	8%	-7%	-3%	-1%	10%	-1%	u
Cc1ccc([N+](=O)[O-])cc1NC(=S)NC(=O)CC(C)(C)C	-3%	9%	3%	-14%	18%	-4%	-5%	-7%
COc1ccc(CCNC(=O)c2sc3cc(C)ccc3c2Cl)cc1	-16%	-1%	7%	-7%	4%	-7%	0%	-23%
Cc1cc(-c2nc3c4c5c(sc4[nH]c(=O)n3n2)CCC5)c(C)o1	-1%	-3%	13%	-8%	4%	-6%	-3%	3%
O=c1[nH]c2ccccc2nc1NCCN1CCOCC1	2%	2%	8%	2%	u	u	7%	1%
Cc1cccc(Nc2nc(N)nc(CCl)n2)c1C	0%	4%	-7%	x	9%	x	6%	x
O=C(CN1CCN(Cc2ccc3c(c2)OCO3)CC1)Nc1cc(S(=O)(=O)N2CCCC2)ccc1Cl	-3%	5%	7%	5%	-1%	1%	1%	-58%[inhibitor]
O=C(Cn1cc([N+](=O)[O-])cn1)N1CCc2ccccc2C1	3%	1%	10%	-3%	9%	-4%	-1%	0%
COCCN1C(=O)c2cc(C(=O)Nc3cccc(F)c3)ccc2C1Nc1cccc(F)c1 (configuration not stated)	5%	9%	-13%	-6%	12%	6%	4%	-19%
CSc1sc(-c2ccnc(=S)[nH]2)c(-c2ccccc2)c1C#N	-7%	5%	49%[activator]	u	u	8%	-1%	x
O=C(Nc1ccc(C2CCCCC2)cc1)C1CCN(c2ncccn2)CC1	1%	1%	0%	3%	-5%	4%	-3%	-28%
CCN(CC)CCn1c(=N)n(CC(=O)c2ccc(Br)s2)c2ccccc21	1%	-6%	6%	x	3%	x	-2%	x
O=C(O)CSc1ncnc2sc3c(c12)CCC3	-13%	-1%	33%[activator]	u	u	-1%	-4%	4%
CCCCNCCCOc1cc(Cl)ccc1Cl	-6%	-1%	-2%	10%	-8%	-7%	-1%	6%
O=Cc1c(-c2ccc(F)cc2)nc2ccccn12	x	-4%	-4%	u	11%	-6%	-1%	-4%
Cc1c(C(=O)NNS(=O)(=O)c2ccccc2)sc(=S)n1C	-1%	u	-6%	u	4%	-2%	1%	15%
COc1ccc(C(=O)O)cc1S(=O)(=O)Nc1ccc(C)cc1	6%	9%	1%	3%	11%	u	4%	9%
OCCN1CCN(CC(O)COc2ccc(-c3ccccc3)cc2)CC1 (configuration not stated)	-7%	-1%	12%	17%	-5%	-7%	-9%	-8%
CC1(C)CC(=O)C(C=Nc2ccc(O)c(N=CC3=C(O)CC(C)(C)CC3=O)c2)=C(O)C1	-3%	-3%	15%	1.1µM*	3.2µM*	0%	-2%	-11%
O=C(COC(=O)c1ccc2c(c1)C(=O)N(Cc1ccncc1)C2=O)Nc1cccc2ccccc12	-16%	-9%	22%	3%	2%	2%	-5%	9%
CC(NC(=O)c1cccnc1)C(c1cccs1)N1CCN(c2ccccc2F)CC1 (configuration not stated)	-1%	1%	1%	x	0%	x	-5%	x
c1ccc(CCNc2ccnc3cc4ccccc4cc23)cc1	24%	-13%	-6%	u	u	u	u	-66%[inhibitor]
COc1ccccc1/C=C(/C(=O)OCC(=O)NCc1ccccc1)c1ccccc1	-1%	-4%	-3%	u	6%	u	0%	-74%[inhibitor]

Only part of the results is shown; count on the stated rates, not on these rows.
